GSIS activator – primary screen for activators of insulin secretion dependent on glucose, INS-1E cells, GLuc reporter luminescence. 0.61% of 370,000 active. activation, % at 16.6 µM. INS-1E GLuc reporter insulin secretion, 2-3 h. AID 743287;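 active means lowest replicate activation of at least 40%, so every replicate reaches that level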;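 further: 0% = median of neutral control wells and 100% = median of IBMX positive control wells; some compounds called inactive have numbers as strong as hits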
miR122 inh – blocks miR-122 activity in Huh7 sensor cells | 0.3% of 340,000 active | Huh7 miR-122 Renilla luciferase sensor, 48 h; neutral wells = 0, positive control = 100 | activation (reporter increase), % at 12.5 µM;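 active means mean replicate activation score at least 90 and every replicate individually at or above 90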;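 further: higher luciferase means less miR-122 activity so hits act as miR-122 inhibitors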
Statin myotox sup – suppressors of simvastatin-induced myotoxicity in C2C12 myotubes; ATP luminescence, 48 h; scaled: DMSO 0, geranylgeraniol control 100; rescue of ATP level, % at 7.49 µM; 0.78% of 330,000 active; AID 602340;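 active means mean ATP rescue above about 67%, or every replicate alone reaching that limit, limit read from the data, passing the limit was not always enough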;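 further: myotubes were challenged with 10 µM simvastatin during compound exposure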
F508del corr – correctors of CFTR F508del function in bronchial epithelial cells; 0.36% of 350,000 active; CFBE cells, YFP halide quenching; stimulated with forskolin plus potentiator P3; % fluorescence drop versus neutral controls; activity (quench increase), % at 7.58 µM;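 active means mean added fluorescence quench of at least 8% versus neutral control, with both replicates also reaching 8%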;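 further: cells transiently co-express mutant CFTR-F508del with the halide-sensitive YFP; corrector assay measuring rescue of mutant channel to the surface after 24 h compound exposure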
Cneo AK release – Cryptococcus neoformans lysis via adenylate kinase release. lysis activity, % at 15 µM. 0.2% of 360,000 active. C. neoformans lysis, adenylate kinase release luminescence, 4 h; normalised: neutral wells 0, clomiphene wells 100. AID 651654;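 active means mean lysis activity across replicates of at least 80%, whatever share of replicates individually reach that level; inactive means mean lysis activity below 80%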
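Schedule: static 4 h at 37 °C with compound, 1 h detection; system: C. neoformans cells; benchmarks: Clomiphene as positive control; buffer or medium: fresh YPD medium; measure: luminescence rise reflecting yeast cell lysis; measured by: luminescent adenylate kinase detection reagent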
FN deposition inh – fibronectin deposition inhibition. AH1F fibroblasts, Alexa488-fibronectin deposition fluorescence, overnight. inhibition, % at 12.6 µM. 0.086% of 350,000 active;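 active means mean inhibition across replicates of 30% or more, regardless of how many single replicates reach that level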;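 further: positive control wells lacked labelled fibronectin entirely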
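Assay system: AH1F fibroblast monolayer, labelled fibronectin deposition. Amount: 10000 cells per well. Also added: labelled fibronectin 24 nM. Compound: single-point pinned compound. Incubation: cell attachment 1 h, compound and FN exposure overnight. Detection: fluorescence after three HBSS washes, excitation 485 nm, emission 525 nm. Read-out: inhibition of fibronectin deposition signal.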
PglD inh – inhibitors of Campylobacter jejuni PglD acetyltransferase | inhibition, % at 12.5 µM | 0.098% of 360,000 active | purified PglD enzyme, DTNB colorimetric CoA detection; in the data active means inhibition above about 16%, passing the limit was not always enough; further: strong numbers were not always called active
PGC1a acetyl inh – PGC1a acetylation modulation, inhibitor mode; AID 651687; inhibition, % at 15.6 µM; U2OS PGC1a acetylation, AlphaScreen anti-acetyl-lysine; with virally co-expressed GCN5 acetyltransferase; 0.17% of 350,000 active;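 active means every replicate shows inhibition of at least 40%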;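 further: 0% = neutral control wells and 100% = positive control wells; some results beyond the cut were filed as inactive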
Active calls of the source: *; . = no result given; & = joins results of further samples; [ ] = dose if it differs, or a comment.

Molecule	Statin myotox sup	F508del corr	Cneo AK release	PGC1a acetyl inh	PglD inh	GSIS activator	miR122 inh	FN deposition inh
O=C1[C@H]2[C@@H](c3ccc(C(F)(F)F)cc3)N[C@]3(CCCN(Cc4ccco4)C3=O)[C@H]2C(=O)N1Cc1ccccc1	4	4.1	3	-6	3	.	0	19
CC(=O)Nc1cccc(C(=O)N/N=C/c2ccc(F)cc2)c1	.	-2.1	.	1	.	9	.	2
C=CCn1c(SCC(N)=O)nc2scc(-c3ccc(C)o3)c2c1=O	.	2.2	-1	.	9	2	.	22
Cc1cccc(N(CC(=O)Nc2c(C)n(C)n(-c3ccccc3)c2=O)S(C)(=O)=O)c1	12	.	4	0	-2	.	-12	-7
CCN(CCO)c1nc(N2CCCCC2)c2cnn(C)c2n1	3	1.0	-1	0	-6	18	0	15
COC(=O)Cc1csc(NC(=O)CSc2nncn2C)n1	2	-1.2	0	-3	5	-9	-6	-5
CC(C)(C)NC(=O)c1ccc(COc2ccc(Cl)cc2Cl)o1	3	-1.4	0	-10	6	-57	.	-6
Cc1cccc(NS(=O)(=O)Cc2ccccc2)c1C	0	-6.2	-1	8	-1	10	2	-3
C[C@H](CO)N1C[C@H](C)[C@@H](CN(C)S(=O)(=O)c2ccc(Cl)cc2)OCCCC[C@H](C)Oc2ccc(NC(=O)Nc3ccc(C(F)(F)F)cc3)cc2C1=O	.	5.1	-5	-9	-3	12	-4[16.7 µM]	-11
CNc1nc(NCc2ccccc2)nc(N)c1[N+](=O)[O-]	9	-2.4	-6	-5	2	6	-7	-11
Cc1noc(C)c1S(=O)(=O)Nc1ccc2c(c1)C(=O)N([C@H](C)CO)C[C@H](C)[C@H](CN(C)CC1CCCCC1)O2	4	-2.3	0	7	0	15	6[16.7 µM]	.
OC(COc1ccc(CN2CCCCO2)cc1)CN1CCCCC1 (stereo unspecified)	4	.	-1	9	4	-3	-1	.
Cc1csc(NC(=O)CSc2nncs2)n1	0	-2.7	2	12	-3	-3	-1	-5
N#CCCN(C(=O)COC(=O)CCc1nc2ccccc2c(=O)[nH]1)c1ccc(F)cc1	-6	1.1	-2	2	-1	9	2	-14
COc1cccc2cc3c(=O)oc4ccccc4c3nc12	-11	.	-12	-7	.	.	9	.
CCC(=O)N1C[C@H](C)[C@H](OC)CN(C)C(=O)c2cc(NC(=O)Nc3cccc(F)c3)ccc2OC[C@H]1C	-1	2.3	-2	1	3	-1	0[16.7 µM]	-1
COc1ccc(-c2noc3c2-c2nc(-c4ccccc4Cl)sc2CC3)cc1	-2	2.6	-1	11	-3	-6	-4	-4
C[C@H]1CN([C@@H](C)CO)C(=O)CCCn2cc(nn2)CO[C@H]1CN(C)C(=O)Nc1ccc(-c2cccs2)cc1	6	1.4	3	1	1	-4	-6[16.7 µM]	-18
CC(C)NC(=O)N(C)C[C@H]1Oc2ccc(NC(=O)CCC(F)(F)F)cc2CC(=O)N([C@H](C)CO)C[C@@H]1C	5	-0.7	-1	-6	10	11	-4[16.7 µM]	.
Cc1cccc(NS(=O)(=O)c2cccc(C(=O)NCCCN3CCCC3=O)c2)c1	4	0.9	0	.	2	2	49	-6
CC(C)C1C(=O)N(Cc2cn(CCC3OCCO3)nn2)CCS(=O)(=O)N1Cc1ccc(-c2ccccc2Cl)cc1 (stereo unspecified)	24	-0.3	1	13	-4	-22	-11	5
C[C@@H]1CCCCO[C@@H](CN(C)S(=O)(=O)c2ccc(Cl)cc2)[C@@H](C)CN([C@H](C)CO)C(=O)c2cc(NC(=O)C3CCCCC3)ccc2O1	.	1.2	0	-4	2	8	1[16.7 µM]	7
COc1ccc(S(=O)(=O)N(C)C[C@@H]2OCCCC[C@@H](C)Oc3ccc(NS(=O)(=O)c4cn(C)cn4)cc3C(=O)N([C@H](C)CO)C[C@H]2C)cc1	.	0.2	2	2	3	-7	-5[16.7 µM]	-10
O=S(=O)(Cc1ccccc1)NCCc1cccc(Cl)c1	-2	-3.0	2	.	-4	-14	6	-4
N#CCC(=O)Nc1ccc(C(=O)OCC(=O)c2ccc3c(c2)OCCO3)cc1	3	2.2	0	.	4	5	-5	-5
COc1ccccc1-c1coc2c(CN(C)C)c(O)ccc2c1=O	2	3.7	-2	.	.	-7	.	8
C[C@@H]1CN([C@@H](C)CO)C(=O)c2cc(NC(=O)C3CC3)ccc2O[C@H]1CN(C)S(=O)(=O)c1ccc(Cl)cc1	-6	4.0	19	1	0	3	-10[16.7 µM]	-5
COc1ccc(C)cc1S(=O)(=O)N1CCN(C(=O)c2ncoc2-c2cccc(C)c2)CC1	-22	2.8	-1	.	2	0	.	-6
COc1ccc(C(=O)Nc2ccncc2)cc1OC	33	.	0	7	-3	38	1	.
C[C@H]1CCCCO[C@H](CN(C)Cc2ccncc2)[C@@H](C)CN([C@@H](C)CO)C(=O)c2cc(NS(=O)(=O)c3cccs3)ccc2O1	.	0.5	1	-3	2	-2	8[16.7 µM]	.
Cc1c(Cl)cccc1NC(=S)N(CCN(C)C)C(C)c1ccco1 (stereo unspecified)	.	3.5	4	-23	-6	-11	1	1
N#Cc1ccsc1NC(=O)C1CCN(S(=O)(=O)c2cccs2)CC1	15	-2.0	3	.	1	6	3	-2
Cc1ccc(C(=O)N2CC3(C(C)C)CN(C(=O)c4ccc(C)cc4)CC(C(C)C)(C2)C3=O)cc1	.	.	0&-2	-3	0&2	.	11	-2
CCC(=O)N(C)C[C@@H]1Oc2ncc(C#CCC(C)C)cc2C(=O)N([C@H](C)CO)C[C@H]1C	-15	-1.9	-4	-3	1	-14	7[16.7 µM]	-2
C[C@@H]1CCCCO[C@@H](CN(C)Cc2ccc(C(F)(F)F)cc2)[C@H](C)CN([C@@H](C)CO)C(=O)c2cc(NC(=O)Nc3ccccc3)ccc2O1	.	-2.5	1	-15	2	3	-3[16.7 µM]	1
CCOC(=O)C1(CCOC)CCN(Cc2nc(-c3cccs3)oc2C)CC1	86*	-3.0	4	-7	0	-12	-5	-16
c1coc(CNc2nc(-c3cccs3)cs2)c1	.	-5.0	.	2	.	-3	1	6
CCOc1ccc(C(=O)OC2CCN(C)CC2)cc1	-16	.	-4	5	6	2	11	.
CC12CCC(=O)N1C(C(=O)Nc1nc3c(F)cc(F)cc3s1)CS2 (stereo unspecified)	-5	1.1	5	.	3	23	.	-6
COc1cccc(C(C)NC(=S)NCc2ccc(F)cc2)c1 (stereo unspecified)	-27	1.5	25	-4	0	-47	2	.
C[C@H]1CN([C@@H](C)CO)C(=O)c2cc(NC(=O)c3ccncc3)ccc2O[C@@H]1CN(C)CC1CCCCC1	6	-1.3	2	15	-1	5	0[16.7 µM]	8
CCCC#Cc1ccc([C@@H]2[C@@H](CO)N3CCCCN(CC4CC4)C[C@H]23)cc1	.	-0.5	0	-14	5	14	-24[16.7 µM]	.
COC(=O)c1cc(S(=O)(=O)N2CCCCCC2)c[nH]1	.	.	1	-12	-2	.	-2	.
N/C(Cn1cncn1)=N\NC(=O)C(=O)Nc1ccccc1	0	0.3	-1	17	1	-5	0	5
CC1CCCC(NC(=O)Nc2cccs2)C1C (stereo unspecified)	26	.	-1	10	-2	.	2	0
COc1cc2c(cc1OC)C(C)N(C(=O)Nc1cc(C)cc(C)c1)CC2 (stereo unspecified)	-26	13*	1	-4	0	3	36	6
COC(=O)c1cc(O)c(O)c(O)c1	3	1.1	0	.	-1	33	.	7
O=S(=O)(NC1CCc2ccccc21)c1ccccc1 (stereo unspecified)	4	2.7	-1	-5	-3	36	24	-5
CN(C)Cc1cn(CC[C@@H]2CC[C@H](N)[C@@H](CO)O2)nn1	-3	0.6	-4	12	4	0	-3[16.7 µM]	-12
C/C=C(\C)C(=O)OC1CC(C)(C)C[C@H]2C3=CC[C@@H]4[C@@]5(C)CCC(O[C@@H]6O[C@@H](C(=O)O)[C@@H](O)C(O[C@@H]7OC[C@H](O)[C@@H](O)[C@@H]7O[C@@H]7OC(CO)C(O)[C@@H](O)[C@@H]7O)C6O[C@@H]6OC(CO)C(O)C(O)C6O)[C@@](C)(CO)[C@@H]5CC[C@]4(C)[C@]3(C)CC(O)[C@@]12CO (stereo partly specified)	-10	-3.0	-2	-96	4	.	-18	13
CCC(=O)Nc1cccc(NC(=O)c2ccccc2Cl)c1	.	-0.2	.	-18	.	12	-3	4
Cc1ccc(-c2cc(=O)c3ccc(Cl)cc3[nH]2)cc1	0	-0.1	0	6	-3	4	4	-8
Cc1nn(C(C)(C)C)c(NC(=O)c2ccc(Cl)cc2Cl)c1Br	.	0.2	-1	2	7	10	7	-3
Cc1ccccc1OCC(=O)N/N=C/c1ccc(N(C)C)cc1	0	2.7	-1	.	0	4	-3	0
C[C@H]1CCCCO[C@@H](CN(C)C)[C@@H](C)CN([C@@H](C)CO)C(=O)c2cc(NC(=O)Nc3ccc(F)cc3)ccc2O1	19	-0.7	52	-9	-2	18	-4[16.7 µM]	.
C[C@@H]1CCCCO[C@@H](CN(C)S(C)(=O)=O)[C@@H](C)CN([C@H](C)CO)C(=O)c2cc(NC(=O)CCC(F)(F)F)ccc2O1	14	-1.1	.	2	.	12	-1[16.7 µM]	.
Cn1c(=O)cc(SCC(=O)NCCN2CCN(c3ccccc3F)CC2)c2cc(Cl)ccc21	-3	.	0	.	1	.	-15	2
CC(O)(CS(=O)(=O)Cc1ccccc1)c1ccc(Cl)cc1 (stereo unspecified)	1	-2.8	1	2	-7	5	1	5
CS(=O)(=O)N1[C@@H](C#N)[C@@H](c2ccc(C#CC3CC3)cc2)[C@@H]1CO	6	-0.4	1	3	2	10	.	-3
Cc1ccc(Cl)cc1C1=CC(=O)C[C@H](c2ccc(F)cc2)C1	-3	-7.0	0	.	-4	-11	-9	-11

Following part:
Molecule	Statin myotox sup	F508del corr	Cneo AK release	PGC1a acetyl inh	PglD inh	GSIS activator	miR122 inh	FN deposition inh
C/C=C/c1ccccc1[C@@H]1[C@@H](CO)N(C(=O)NC2CCCCC2)[C@H]1C#N	.	0.7	.	-3	.	-9	.	-11
Cc1cc(C)c2nc(-c3ccccn3)cc(C(=O)NCCc3ccc(S(N)(=O)=O)cc3)c2c1	-58	1.8	1	-3	0	9	-7	-1
CS(=O)(=O)N(CC(=O)NCCSc1ccccn1)c1cccc2ccccc12	.	1.5	-1	.	20*	-4	1	4
COc1ccc(CNCc2cccc3ccccc23)cc1	-12	.	1	.	2	.	-14	5
CCCN(CCC)CCCNC(=O)Cn1cnc2sc(C)c(S(=O)(=O)N3CCCCC3)c2c1=O	16	1.0	4	.	3	3	.	-3

Bioassay records from PubChem.
